# Source: PubChem
# UPR CHOP act: apoptotic UPR (CHOP) activation. CHO-CHOP luciferase reporter, luminescence; percent of tunicamycin response over DMSO baseline. activation, % at 10 µM. 330,000 tested, 0.34% active. AID 449763;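 active = at 10 µM dose, activation of 40% or more, normalized to positive control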;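 note: 100% = tunicamycin at 10 µg/mL and 0% = DMSO alone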
#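 assay system = CHO CHOP reporter cells | amount = 500 CHO-CHOP cells per well | buffer or medium = F12 with 10% FBS | incubation = 16-18 h cell attachment, then 6 h compound exposure, 37 °C | detection = luminescence read with Steady-Glo | read-out = percent activation relative to tunicamycin control | controls = tunicamycin high control, DMSO low control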
# XBP1 UPR activ: activators of adaptive arm of unfolded protein response (XBP1) | CHO-XBP1 luciferase reporter, IRE1-XBP1 UPR activation, luminescence; percent of tunicamycin response, DMSO as zero | activation, % at 20 µM | 330,000 tested, 0.33% active;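 active = versus positive control, 20 µM dose yields 30% or more activation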;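 note: 100% = tunicamycin at 10 µg/mL and 0% = DMSO only wells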
#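 Material: CHO cell line with stable XBP1 luciferase reporter; schedule: 16-18 h cell attachment at 37 °C, then 6 h compound exposure; signal: glow luminescence from Steady-Glo reagent; medium: serum-containing F12 medium, 10% FBS; benchmarks: tunicamycin 10 µg/mL and vehicle-only wells; read-out: percent activation relative to tunicamycin reference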
# tim23-1 inh: inhibits growth of tim23-1 mutant yeast. S. cerevisiae tim23-1 growth, BacTiter-Glo luminescence, 24 h. inhibition, % at 20 µM. 330,000 tested, 1.3% active. AID 463212;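 active = growth inhibition of the mutant yeast at or above 50%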;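 note: temperature-sensitive mutant grown at 25 °C; plate controls were DMSO-treated mutant yeast for no effect and medium wells lacking yeast for full effect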
# tim10-1 inh: tim10-1 yeast growth inhibition | S. cerevisiae tim10-1 ts strain growth, BacTiter-Glo, 24 h | inhibition, % at 20 µM | AID 463190 | 330,000 tested, 2.2% active;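 active = inhibition of at least 40%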;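 note: mutant grown at 25 °C; 0% = DMSO wells with yeast and 100% = wells holding no yeast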
# Jurkat NFkB inh: inhibitors of the PMA/ionomycin-induced NF-kB reporter in Jurkat cells | AID 435003 | inhibition, % at 4 µM | PMA/ionomycin-induced NF-kB luciferase reporter, luminescence | 330,000 tested, 0.53% active; in the data active = inhibition above about 50%
# TIM10 inh: inhibits growth of TIM10 yeast strain; S. cerevisiae TIM10 strain growth, BacTiter-Glo luminescence, 24 h; inhibition, % at 10 µM; 330,000 tested, 1.4% active; AID 463195;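 active = inhibition of 40% or more at the single tested concentration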;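 note: wild-type TIM10 isogenic control strain grown at permissive 25 °C; 0% = DMSO yeast wells and 100% = minimal medium wells without yeast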
# 697 NFkB inh: lowers PMA/ionomycin-induced NF-kB signal in 697 B cells; inhibition, % at 4 µM; 697 B-cell NF-kB luciferase reporter, 16 h; 330,000 tested, 0.33% active; in the data active = inhibition above about 35%
# Mdm2-MdmX inh: disrupts the human Mdm2-MdmX interaction; O15151+Q00987; SaOS-2 split-luciferase Mdm2/MdmX complementation, luminescence; inhibition, % at 8 µM; 330,000 tested, 3% active; AID 485346;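 active = inhibition of at least 50% at 8 µM in the primary screen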
# Target sequence (O15151 whole entry, looked up): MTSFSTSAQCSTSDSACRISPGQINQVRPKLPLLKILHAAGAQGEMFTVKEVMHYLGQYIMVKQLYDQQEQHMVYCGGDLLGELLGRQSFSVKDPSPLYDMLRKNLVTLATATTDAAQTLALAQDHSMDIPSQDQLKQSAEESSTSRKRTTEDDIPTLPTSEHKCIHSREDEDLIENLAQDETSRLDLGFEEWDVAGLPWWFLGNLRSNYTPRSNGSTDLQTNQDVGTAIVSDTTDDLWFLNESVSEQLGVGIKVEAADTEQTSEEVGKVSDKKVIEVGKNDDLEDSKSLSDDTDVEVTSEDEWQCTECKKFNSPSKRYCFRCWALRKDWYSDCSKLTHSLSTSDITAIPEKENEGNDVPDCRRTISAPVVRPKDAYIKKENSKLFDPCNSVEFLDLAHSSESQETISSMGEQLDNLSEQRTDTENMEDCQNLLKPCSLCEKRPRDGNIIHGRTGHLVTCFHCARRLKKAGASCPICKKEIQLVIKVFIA
# Target sequence (Q00987 whole entry, looked up): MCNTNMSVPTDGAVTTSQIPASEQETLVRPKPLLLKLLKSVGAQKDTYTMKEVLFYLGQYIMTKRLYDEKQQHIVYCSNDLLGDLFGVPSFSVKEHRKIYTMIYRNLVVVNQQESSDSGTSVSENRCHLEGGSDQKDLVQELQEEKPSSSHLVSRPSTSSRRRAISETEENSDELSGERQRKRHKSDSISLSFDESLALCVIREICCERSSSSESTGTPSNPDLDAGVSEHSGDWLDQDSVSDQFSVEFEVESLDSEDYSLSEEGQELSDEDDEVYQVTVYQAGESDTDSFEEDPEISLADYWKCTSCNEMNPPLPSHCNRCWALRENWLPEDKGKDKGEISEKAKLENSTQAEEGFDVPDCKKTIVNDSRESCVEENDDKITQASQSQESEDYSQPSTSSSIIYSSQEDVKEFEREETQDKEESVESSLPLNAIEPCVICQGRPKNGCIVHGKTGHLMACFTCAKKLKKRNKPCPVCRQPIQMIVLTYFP
# Numbers without * were called inactive.
SMILES,UPR CHOP act,XBP1 UPR activ,tim23-1 inh,tim10-1 inh,Jurkat NFkB inh,TIM10 inh,697 NFkB inh,Mdm2-MdmX inh
Cc1ccc(F)c(C2=CC(=O)C[C@H](c3ccc(F)cc3)C2)c1,0.1,0,27,7,4,-10,-20,16
COc1ccc(C2C(C#N)=C(/N=C/N3CCOCC3)OC3=C2C(=O)CC(C)(C)C3)cc1OC (stereo not drawn),1.3,-1,-3,6,-6,12,14,-8
O=C(OCc1ccccc1)c1cnc(Cl)c(Cl)c1,3.5,-1,5,-11,-15,-26,22,14
CC(Oc1cccc(Cl)c1)C(=O)NNC(=O)c1cccnc1 (stereo not drawn),-0.3,-3,-9,0,3,-4,1,21
CC(=O)N1N=C(c2cccs2)CC1c1cc2cc(C)ccc2nc1Cl (stereo not drawn),-2.5,12,-23,-29,8,-23,8,38
CC1=C(c2ccccc2)[N+](=O)C2(CCCC2)N1[O-],2.2,-3,14,30,-13,10,3,-14
Cc1cc2nc(-c3cccc(NC(=O)c4ccc(Br)o4)c3)oc2cc1C,6.0,0,-5,-6,-11,1,-21,-24
CCOC(=O)c1cn(CC)c2cc(N3CCOCC3)c(F)cc2c1=O,-1.5,-2,2,4,-20,-2,7,8
O=C(NN=C1CCCCCC1)NC1CCCCC1,3.4,0,13,8,3,-10,-26,9
CCSc1nnc(NC(=O)NC(CC)(C(F)(F)F)C(F)(F)F)s1,-3.9,5,10,16,9,-1,-23,90*
CC(=O)N1CC(c2ccccc2)C(c2ccc(Cl)cc2)=N1 (stereo not drawn),-1.9,-1,5,-5,-6,5,-7,-13
CCc1ccc(OCC(=O)N/N=C/c2cc([N+](=O)[O-])ccc2N2CCCCCC2)cc1,0.8,0,13,19,-6,21,7,14
CCOC(=O)C1CCCN(C(=S)Nc2ccc(OC)cc2)C1 (stereo not drawn),-0.5,-2,17,9,-5,5,-3,-3
O=C1N(CN2CCN(c3cccc(Cl)c3)CC2)c2ccccc2C12OCCCO2,1.4,-2,-13,12,-2,-5,13,33
O=S(=O)(c1cccs1)N1CCN(c2ccccc2)CC1,-0.8,0,7,-2,15,3,-1,12
CC1CCCC(NC(=O)CSc2nnnn2C)C1C (stereo not drawn),0.1,-3,-10,4,-14,-2,2,-2
CC(=O)Nc1ccc(N2C(=O)CSC2c2ccc([N+](=O)[O-])cc2)cc1 (stereo not drawn),-0.2,4,-1,4,1,-4,7,-15
Cc1ccc(-c2nc(CN(C)Cc3ccc4nccnc4c3)c(C)o2)s1,0.2,-1,4,-7,1,-7,5,17
CC(CO)NCC12CC3CC(CC(C3)C1)C2 (stereo not drawn),-0.6,-1,-4,22,-9,4,10,0
COc1cc([N+](=O)[O-])ccc1-c1ccc(/C=N/NC(N)=O)o1,1.0,-1,0,15,-13,-13,-5,-7
O=C(NCc1ccccn1)c1cc(-c2ccc(Cl)cc2)nc2ccccc12,1.6,0,40,35,-13,24,0,20
CCOC(=O)c1ccc2c(c1)nc(C)n2CC,2.8,0,21,16,-44,18,-73,-24
O=C(c1cccc(S(=O)(=O)N2CCc3ccccc3C2)c1)N1CCN(c2ccc(O)cc2)CC1,-0.5,-2,11,24,-5,27,-30,-12
N#Cc1ccc2[nH]c(CO)c(-c3ccccc3)c2c1,-1.4,-2,-11,24,-1,-10,15,35
Cc1ccc(OCCOCCOc2cccc3cccnc23)c(Br)c1,-2.5,-2,36,39,2,18,-26,-6

# 14 of these compounds in a different format.
smiles | UPR CHOP act | XBP1 UPR activ | tim23-1 inh | tim10-1 inh | Jurkat NFkB inh | TIM10 inh | 697 NFkB inh | Mdm2-MdmX inh
Cc1ccc(F)c(C2=CC(=O)C[C@H](c3ccc(F)cc3)C2)c1 | 0.1 | 0 | 27 | 7 | 4 | -10 | -20 | 16
COc1ccc(C2C(C#N)=C(/N=C/N3CCOCC3)OC3=C2C(=O)CC(C)(C)C3)cc1OC (stereo not drawn) | 1.3 | -1 | -3 | 6 | -6 | 12 | 14 | -8
O=C(OCc1ccccc1)c1cnc(Cl)c(Cl)c1 | 3.5 | -1 | 5 | -11 | -15 | -26 | 22 | 14
CC(Oc1cccc(Cl)c1)C(=O)NNC(=O)c1cccnc1 (stereo not drawn) | -0.3 | -3 | -9 | 0 | 3 | -4 | 1 | 21
CC(=O)N1N=C(c2cccs2)CC1c1cc2cc(C)ccc2nc1Cl (stereo not drawn) | -2.5 | 12 | -23 | -29 | 8 | -23 | 8 | 38
CC1=C(c2ccccc2)[N+](=O)C2(CCCC2)N1[O-] | 2.2 | -3 | 14 | 30 | -13 | 10 | 3 | -14
Cc1cc2nc(-c3cccc(NC(=O)c4ccc(Br)o4)c3)oc2cc1C | 6.0 | 0 | -5 | -6 | -11 | 1 | -21 | -24
CCOC(=O)c1cn(CC)c2cc(N3CCOCC3)c(F)cc2c1=O | -1.5 | -2 | 2 | 4 | -20 | -2 | 7 | 8
O=C(NN=C1CCCCCC1)NC1CCCCC1 | 3.4 | 0 | 13 | 8 | 3 | -10 | -26 | 9
CCSc1nnc(NC(=O)NC(CC)(C(F)(F)F)C(F)(F)F)s1 | -3.9 | 5 | 10 | 16 | 9 | -1 | -23 | 90*
CC(=O)N1CC(c2ccccc2)C(c2ccc(Cl)cc2)=N1 (stereo not drawn) | -1.9 | -1 | 5 | -5 | -6 | 5 | -7 | -13
CCc1ccc(OCC(=O)N/N=C/c2cc([N+](=O)[O-])ccc2N2CCCCCC2)cc1 | 0.8 | 0 | 13 | 19 | -6 | 21 | 7 | 14
CCOC(=O)C1CCCN(C(=S)Nc2ccc(OC)cc2)C1 (stereo not drawn) | -0.5 | -2 | 17 | 9 | -5 | 5 | -3 | -3
O=C1N(CN2CCN(c3cccc(Cl)c3)CC2)c2ccccc2C12OCCCO2 | 1.4 | -2 | -13 | 12 | -2 | -5 | 13 | 33

# (listing goes on)
SMILES,UPR CHOP act,XBP1 UPR activ,tim23-1 inh,tim10-1 inh,Jurkat NFkB inh,TIM10 inh,697 NFkB inh,Mdm2-MdmX inh
CC(=O)Nc1ccc(NC(=O)C(=O)c2cn(CC(=O)N3CCCC3)c3ccccc23)cc1,1.7,-1,-2,6,-1,-1,-15,15
Cc1ccnc(NC(=O)c2ccc3c(c2)C(=O)N(CCC(C)C)C3=O)c1,1.2,-1,3,-1,3,13,16,2
CCN(CC)S(=O)(=O)c1ccc(N=NC2=C(O)CCCC2=O)cc1,-1.1,1,14,9,8,17,11,-8
Cc1cc(NC(=O)CSc2n[nH]c(CC(C)C)n2)no1,-0.6,7,1,0,19,-6,10,-5
COc1ccc(-c2nnnn2-c2ccccc2OC)cc1,0.7,-2,20,14,3,28,-16,-2
Cc1ccccc1C(=O)NC1CCN(CC(=O)NCc2ccc(F)cc2)CC1,-0.1,-2,0,1,-5,4,10,17
CC(C)(C)c1nnc(NC(=O)c2ccc(Cl)nc2)s1,6.5,4,9,21,-11,-1,-41,-30
Cc1cc(Cl)c(S(=O)(=O)N2CCSCC2)cc1OCC(=O)NC1CCCCC1,-1.4,-2,31,32,37,26,-12,23
N#Cc1c2c(c(NCCOCCO)n3c1nc1ccccc13)CCCC2,-2.0,0,0,27,2,-13,-1,22
O=[N+]([O-])c1ccc(F)cc1OCc1cccc(S(=O)(=O)N2CCOCC2)c1,2.3,-1,23,12,19,12,14,-6
COc1ccc2ccccc2c1/C=N/Nc1ccc(Cl)c(C(=O)O)c1,1.5,4,12,14,18,16,9,9
CC(C)CC(COCc1ccc(F)cc1)N1CCN(C(=O)c2cccc(C(F)(F)F)c2)CCC1=O (stereo not drawn),1.7,-4,27,16,8,16,-7,9
Cc1cc2cc(C)c3nnc(SCC(=O)N4CCCc5ccccc54)n3c2cc1C,0.9,0,27,23,-4,24,13,-28
COCCN1C(=O)N[C@@H](c2cccc(C(F)(F)F)c2)[C@@H](C(=O)OC)[C@H]1C,9.6,0,10,12,4,8,23,-1
O=C(C1CCCN1S(=O)(=O)c1ccc(Cl)c(Cl)c1)N1CCOCC1 (stereo not drawn),-1.2,0,15,8,-8,-27,-1,-4
CC(C)[C@H](CN1CCC[C@H]1CN1C(N)=NC[C@H]1C(C)C)N1C[C@@H](Cc2ccccc2)N(CCCC2CCCC2)C1=N,-0.4,2,-3,22,-22,-6,-38,15
CC(C)NS(=O)(=O)c1ccc(OCC(=O)N2CCCC2)cc1,-1.2,-2,30,18,-21,17,-36,23
COc1ccc(S(=O)(=O)NCc2cccnc2)cc1C(=O)N1CCCCC1,-1.1,1,3,-8,5,4,6,19
CCOC(=O)c1cc(NC(=O)c2ccc(Cl)cc2)c(=O)oc1-c1ccccc1,1.3,3,-15,-13,7,11,-18,82*
CCCN(Cc1nnc(-c2ccccc2Cl)o1)C(=O)c1oc2ccccc2c1C,-0.8,-3,18,17,4,9,14,18
O=C(COC(=O)c1cccc(S(=O)(=O)N2CCN(c3ccccc3)CC2)c1)NCC1CCCO1 (stereo not drawn),1.1,-5,-7,11,2,10,6,-2
CCOC(=O)N1CCN(C(=O)c2c[nH]c3ccc(S(=O)(=O)N(C)c4ccc(OCC)cc4)cc3c2=O)CC1,-0.5,-3,2,5,6,4,10,24
CCn1c(CSc2nc(C)cc(C)n2)nnc1SCC(=O)Nc1ccccc1,-0.5,1,2,15,13,14,5,0
O=[N+]([O-])c1cc(-c2nnc(C34CC5CC(CC(C5)C3)C4)o2)cc([N+](=O)[O-])c1,137*,8,26,31,-4,20,16,10
CCOC(=O)/C(=C/C=C/c1ccccc1)NC(=O)c1ccccc1,-3.0,1,4,26,20,23,9,-33
# (listing goes on)
SMILES,UPR CHOP act,XBP1 UPR activ,tim23-1 inh,tim10-1 inh,Jurkat NFkB inh,TIM10 inh,697 NFkB inh,Mdm2-MdmX inh
CC(CN1CCC(n2nccc2NC(=O)c2ccccc2Cl)CC1)c1ccccc1 (stereo not drawn),0.7,-6,6,-1,-19,0,20,11
Cc1ccccc1OCCC(=O)OCC(=O)NC(C)c1ccccc1 (stereo not drawn),3.0,-3,22,16,4,20,6,1
O=C(COc1ccccc1F)Nc1nnc(-c2ccncc2)s1,-1.7,2,4,7,10,20,7,-13
CCOc1ccc(NC(=O)C/C(C)=N/NC(=O)Cc2cccs2)cc1,-2.5,5,17,10,-12,-2,10,1
c1cn2c(NC3CCCCC3)c(-c3ccc(SC4CCCCC4)cc3)nc2cn1,2.5,4,-3,6,10,-1,-17,37
O=C(c1ccc(Cl)c(S(=O)(=O)N2CCOCC2)c1)N1CCN(Cc2ccccc2)CC1,-1.2,0,10,16,-20,17,-13,-12
Cc1cc(C)cc(N2C(N)=NC(N)=NC2c2cccc(Cl)c2)c1 (stereo not drawn),2.0,-6,-10,-1,23,11,19,-21
CCN(c1ccccc1)S(=O)(=O)c1ccc(OC)c(NC(=O)Cc2ccccc2OC)c1,0.0,-1,28,22,5,11,-11,-19
CC(=O)c1ccccn1,-2.0,-2,8,9,0,1,-3,-34
COCCN1CN=C(Nc2nc3ccccc3s2)NC1,-1.2,0,10,13,-1,0,-2,18
CCNc1nc(N)nc(Oc2ccc(OCc3ccccc3)nn2)n1,-0.9,2,11,23,11,3,18,7
Cc1nnc(NC(=O)C(C)Sc2nnc(CCNC(=O)c3ccccc3F)n2C)s1 (stereo not drawn),-0.5,-5,0,3,22,0,16,26
C/C(N)=C(/C#N)C(=O)COC(=O)c1ccncc1,-1.2,3,-1,0,-9,-10,0,36
O=C(N/N=C/c1cccc(OCc2ccccc2)c1)c1cccs1,8.2,3,55*,-7,-22,-7,-32,-23
